# Screening results (PubChem BioAssay)
# FXN GAA850 act – FXN promoter activators, primary screen, cell-based, luciferase luminescence, HEK293 lucGAA850 | HEK293 lucGAA850 FXN promoter luciferase reporter, 24 h; percent of 10 µM SAHA response | activation, % at 6 µM | 360,000 compounds, 0.56% hits | AID 540364, 2011;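 active means activation above the average of all compounds screened plus 3 SD, cutoff fixed separately per campaign, cut at about 7.5% in these data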;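 further: 0% = DMSO wells and 100% = 10 µM SAHA wells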
# SMARCA2 act – SMARCA2 (BRM) function activators, primary screen, cell-based, luminescence, high throughput; MG213 cells, MMTV-luciferase reporter, dexamethasone, overnight; activation, % at 9.1 µM; 370,000 compounds, 1% hits; in the data active means activation above about 7.8%;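 further: 0% = vehicle wells and 100% = reference activator wells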
# NPR2 activator – human GC-B receptor activators, primary screen, HEK293 GC-B cells, cGMP TR-FRET, EC30 CNP; Atrial natriuretic peptide receptor 2 (Homo sapiens), P20594; 0% at EC30 CNP, 100% saturating CNP; activation, % at 10 µM; 370,000 compounds, 0.11% hits;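 active means activation at 10 µM reaching about 35% in either raw or pattern-adjusted values, limit read from the data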
# sPLA2-III inh – human group III sPLA2 inhibitors, primary screen, biochemical, QFRET, BODIPY PC-A2 liposome substrate; Group 3 secretory phospholipase A2 (Homo sapiens), Q9NZ20; QFRET BODIPY PC-A2 liposome hydrolysis, fluorescence; inhibition, % at 12.2 µM; 370,000 compounds, 0.56% hits; AID 743126, 2013;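 active means inhibition above mean plus 3 SD of compounds lying within the high and low control bounds, cut at about 19% in these data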;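 further: 0% = median of test compound wells and 100% = no enzyme DMSO wells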
# Target sequence (Q9NZ20 whole entry, looked up): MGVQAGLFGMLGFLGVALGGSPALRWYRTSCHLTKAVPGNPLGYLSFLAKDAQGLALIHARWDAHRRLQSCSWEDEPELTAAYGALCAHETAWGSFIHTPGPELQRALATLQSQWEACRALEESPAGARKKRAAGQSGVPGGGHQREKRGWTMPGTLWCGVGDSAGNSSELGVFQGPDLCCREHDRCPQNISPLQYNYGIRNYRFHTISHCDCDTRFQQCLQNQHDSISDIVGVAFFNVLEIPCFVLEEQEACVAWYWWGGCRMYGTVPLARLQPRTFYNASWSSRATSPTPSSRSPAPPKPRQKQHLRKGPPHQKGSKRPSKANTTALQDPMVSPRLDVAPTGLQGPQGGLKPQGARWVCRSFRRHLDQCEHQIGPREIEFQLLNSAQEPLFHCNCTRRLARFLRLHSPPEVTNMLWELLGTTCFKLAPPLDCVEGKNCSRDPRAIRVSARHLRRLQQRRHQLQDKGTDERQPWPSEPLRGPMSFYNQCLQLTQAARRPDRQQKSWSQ
# GC-A act – GC-A stimulated cGMP production enhancers – HEK293 GC-A cells, cGMP TR-FRET, EC30 ANP, primary screen; Atrial natriuretic peptide receptor 1 (Homo sapiens), P16066; 0% at EC30 ANP, 100% saturating ANP; activation, % at 10 µM; 370,000 compounds, 0.14% hits; AID 1671463, 2021; in the data active means activation above about 40%
# hgDAF12 agonist – H. glycines DAF-12 receptor agonists, primary screen, cell-based, luminescence, HEK293, GAL4 fusion, UAS-luciferase. Nuclear hormone receptor DAF-12 (Heterodera glycines), GAL4 fusion. AID 687014, 2013. 370,000 compounds, 1.8% hits. HEK293 GAL4-hgDAF12 UAS-luciferase reporter, agonist luminescence; normalized to butyrate control. activation, % at 6.8 µM;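 active means activation above a cutoff set at the mean of all screened compounds plus 3 SD, cut at about 10% in these data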;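 further: 0% = DMSO wells and 100% = sodium butyrate wells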
# ssDAF-12 act – S. stercoralis DAF-12 nuclear receptor activators, primary screen, cell-based, luminescence, HEK293, GRIP1 co-expression, lit1-tk-luc. Nuclear hormone receptor DAF-12 (Strongyloides stercoralis). HEK293 ssDAF-12/GRIP1 lit1-tk-luc reporter; % of 3 µM dafachronic acid response. activation, % at 6.8 µM. 370,000 compounds, 1% hits;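 active means activation above the mean over all tested compounds plus 3 SD, cut at about 0.9% in these data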;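 further: 0% = DMSO-only wells and 100% = 3 µM delta7-dafachronic acid wells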
# hcDAF12 agonist – H. contortus DAF-12 nuclear receptor activators, primary screen, cell-based, luminescence, HEK293, lit1-tk-luc reporter | 370,000 compounds, 1.4% hits | activation, % at 6.8 µM | HEK293 hcDAF-12 lit1-tk-luc reporter; 0% DMSO, 100% Δ7-dafachronic acid;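 active means activation above the mean of all tested compounds plus 3 SD, cut at about 5.5% in these data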;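 further: 100% = response to 3 µM Δ7-dafachronic acid high control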
# KLK7 zymogen act – proKLK7 zymogen activators, primary screen, biochemical, fluorescence intensity; Kallikrein-7 (Homo sapiens), P49862; purified proKLK7, EDANS-DABCYL substrate fluorescence; 100% is mature enzyme control, 0% vehicle; activation, % at 7 µM; 370,000 compounds, 0.9% hits; AID 652039, 2013;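 active means activation above the mean of all tested compounds plus 3 SD, computed per campaign excluding outliers beyond control limits, cut at about 13% in these data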
# Target sequence (P49862 whole entry, looked up): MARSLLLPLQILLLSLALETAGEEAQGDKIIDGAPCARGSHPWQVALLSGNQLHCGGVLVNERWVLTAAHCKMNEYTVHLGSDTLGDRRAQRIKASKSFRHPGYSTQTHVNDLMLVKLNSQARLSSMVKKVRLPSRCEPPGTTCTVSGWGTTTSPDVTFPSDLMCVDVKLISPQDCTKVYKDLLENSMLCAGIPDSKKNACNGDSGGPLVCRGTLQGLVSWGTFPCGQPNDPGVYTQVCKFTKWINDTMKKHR
# DAX1 inh-1 – DAX1 (NR0B1) inhibitors on StAR promoter, primary screen, cell-based, luminescence, SF-1 (NR5A1), full-length DAX-1. HEK293T StAR-luciferase reporter, SF-1/DAX-1 repression relief. inhibition, % at 6.8 µM. 370,000 compounds, 1.1% hits. AID 652010, 2013;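 active means inhibition above the mean over all tested compounds plus 3 SD, cut at about 3.6% in these data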;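 further: 0% = DAX-1 cells with DMSO and 100% = cells lacking DAX-1 with DMSO; higher inhibition means more luminescence from relief of DAX-1 repression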
# DAX1 inh-2 – DAX1 (NR0B1) inhibitors, primary screen, cell-based, HEK293, Gal4-DAX1, luciferase luminescence; Nuclear receptor subfamily 0 group B member 1 (Homo sapiens), P51843; HEK293 Gal4-DAX1 luciferase reporter; inhibition, % at 6.75 µM; 340,000 compounds, 0.99% hits; AID 504766, 2011;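 active means inhibition above the mean over all tested compounds plus 3 SD, cut at about 4.2% in these data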;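 further: 0% = DAX1-transfected cells with DMSO and 100% = empty-vector control cells with DMSO; inhibition shows as a rise in luminescence from relieved DAX1 repression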
# Target sequence (P51843 207-470 limits assumed): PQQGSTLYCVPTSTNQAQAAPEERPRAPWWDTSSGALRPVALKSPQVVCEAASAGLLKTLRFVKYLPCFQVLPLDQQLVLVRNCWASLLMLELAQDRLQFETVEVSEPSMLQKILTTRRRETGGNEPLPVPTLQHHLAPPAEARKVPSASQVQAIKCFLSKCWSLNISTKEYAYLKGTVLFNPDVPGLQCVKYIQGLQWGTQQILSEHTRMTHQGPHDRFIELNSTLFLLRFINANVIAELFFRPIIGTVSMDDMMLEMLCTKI
# Starred values were filed as active, the others as inactive; · = no result given.
SMILES,FXN GAA850 act,SMARCA2 act,NPR2 activator,sPLA2-III inh,GC-A act,hgDAF12 agonist,ssDAF-12 act,hcDAF12 agonist,KLK7 zymogen act,DAX1 inh-1,DAX1 inh-2
CC1CCN(c2nc(-c3ccccc3)cc(C(F)(F)F)n2)CC1,-0.6,-1,-5,5,-3,4.4,-1.0,-0.8,-1.1,-0.4,1.3
O=C(COC(=O)c1ccc(Sc2ncn[nH]2)c([N+](=O)[O-])c1)Nc1ccc(Cl)cc1,·,0,-4,-27,-1,2.5,-0.3,0.3,-0.3,0.3,·
COc1ccccc1-c1coc2cc(OC(=O)N3CCOCC3)ccc2c1=O,2.2,2,4,3,3,2.1,-0.9,-0.7,0.5,1.0,·
CC1=C(C(=O)N2CCN(C(=O)c3ccco3)CC2)C2(CCC(C)CC2)OC1=O (configuration not stated),-0.4,0,6,2,0,-1.6,-0.9,1.0,-0.8,1.1,1.0
CCOC(=O)c1ccc(N=C2NC(=O)CS2)cc1,2.6,4,11,-4,8,3.4,-1.0,-1.3,-0.9,-0.3,3.4
COc1ccc(S(=O)(=O)N2CCN(c3c(C)cccc3C)CC2)cc1OC,-0.9,0,7,-7,-1,-1.8,-1.4,2.6,0.4,-0.8,0.3
CC(C)NC(=O)c1ccc(-c2ccc(Cl)c(C(F)(F)F)c2)o1,-0.7,2,-3,-1,0,-4.0,-1.3,-1.4,0.5,0.0,0.8
COc1ccccc1C(=O)CSc1ccccn1,3.2,3,3,-12,2,7.3,-0.3,0.4,-0.1,1.4,3.3
Cc1cc(C(=O)C(C(c2ccccc2)N2CCOCC2)N2CCOCC2)ccc1Cl (configuration not stated),1.5,-6,-3,10,-12,-3.2,-1.1,-0.8,-0.3,-1.2,0.4
COc1ccc(OCCn2cnc3ccccc32)cc1,3.1,0,0,-7,2,1.6,-1.0,-1.3,-0.1,-0.4,-0.2
CCCS(=O)(=O)NC(=O)C1(C)CCN(C(=O)c2ccc3c(c2)OCO3)C1 (configuration not stated),0.5,0,7,-7,18,1.2,-1.5,0.3,0.6,-0.5,·
Cn1cccc1Cc1nnc(SCC(=O)NCc2ccco2)n1-c1ccc(F)cc1,-1.9,-4,-5,-12,2,2.0,-1.4,-1.5,0.9,-0.1,-0.1
Cc1cc(C(=O)O)ccc1NCc1ccncc1,2.0,-2,6,15,-1,-0.1,-1.4,-1.2,-0.4,0.3,-0.2
COCCNC(=O)CCSCc1ccccc1F,0.8,-2,3,5,5,-3.8,-0.6,-1.7,0.0,0.3,-1.5
Clc1ccccc1-c1cc(COc2ccc3ccccc3c2)no1,0.6,-2,2,-5,-1,0.0,-1.5,-2.3,-0.5,0.4,4.6*
O=C(O)CSc1c2c(nc3cc(C(=O)Nc4cccc(C(F)(F)F)c4)ccc13)CCCC2,0.0,0,-4,-1,-4,0.7,-0.7,-2.8,0.4,0.0,0.4
CCOc1ccc(N2C(N)=NC(N)=NC2(C)C)cc1,0.3,1,3,7,-3,0.8,-1.1,0.3,0.4,-0.5,1.5
S=c1[nH]nc(-c2ccccc2)n1/N=C/c1cccc(Cl)c1,2.8,1,-9,0,7,-2.1,-0.6,-1.9,0.3,-0.2,-1.9
COc1ccc2[nH]c3c(c2c1)CCN1C(=O)C(CC(=O)NCc2cccc(C(F)(F)F)c2)C[C@H](C(=O)N(C(C)C)C(C)C)[C@@]31C (some centres not stated),1.0,-4,5,11,0,-1.7,-0.7,-0.5,-0.1,1.0,-1.9
COC(=O)[C@]12C[C@H](CC(=O)N3CCSCC3)C(=O)N(CCc3ccc(OC)c(OC)c3)C1=C[C@H](C(C)C)O[C@@H]2C1CC1,·,-3,2,5,2,1.1,-1.1,1.0,0.4,0.7,·
COc1ccc(OC)c(/C=C/C(=O)OCC(=O)NCc2cccs2)c1,-0.2,-1,-3,9,4,0.0,-1.1,-0.6,15*,1.9,-0.4
O=C(CCO)c1ccc(O)cc1,1.4,2,0,-5,3,2.9,-0.9,-1.2,1.1,0.8,4.3*
Cc1c(-c2n[nH]c(=S)n2-c2ccc(C(F)(F)F)cc2)nnn1-c1ccccc1,1.9,-3,-3,18,-2,-3.0,-1.4,1.8,0.2,-0.2,1.9
O=C(NC(=S)NCc1cccnc1)c1ccccc1,-0.1,1,-4,0,6,0.9,-1.4,-1.6,-0.3,-0.6,-1.5
CC(C)C[C@@H](CN1CCCC1CN1C(=S)NC[C@@H]1Cc1ccc(O)cc1)N1C[C@H](Cc2ccccc2)N(CCc2ccccc2)C1=S (some centres not stated),-1.6,-3,4,-4,3,0.1,-0.6,4.2,0.5,1.5,-1.3
CCOC(=O)c1oc2ccccc2c1COC(=O)C(C)NC(=O)c1ccco1 (configuration not stated),2.6,-5,-2,-7,-6,0.4,-1.7,-1.0,-0.8,2.1,0.5
CC(=O)Oc1ccc(C2=Cc3ccc(OC(C)=O)cc3OC2C)cc1 (configuration not stated),3.0,8.2*,-5,-17,0,-0.1,-1.0,0.1,3.5,-2.4,-1.3
CCCCN1CCc2c([nH]c3c(C)cccc23)C1=O,5.6,1,0,5,5,5.6,0.0,2.5,-0.6,2.4,2.2
CCOC(=O)C1(CCCc2ccccc2)CCN(C(=O)CN2CCOC2=O)CC1,0.3,0,1,2,0,0.3,-1.4,-0.5,-0.2,0.0,0.4
C=CC[C@H](CC(=O)N(CCO)Cc1ccccc1)C(=O)NC[C@H](OC(=O)[C@@H](CC=C)Cc1ccc(F)cc1)c1ccccc1,-7.0,0,-6,-1,-3,-3.2,-0.9,-0.8,0.9,-0.5,-0.3
COc1ccc(C(=O)CCN2CCC(C)CC2)cc1,1.6,8,-11,1,22,-1.9,-1.3,-0.7,-0.2,0.2,0.5
CCNC(=O)C1CCCN(C(=O)c2ccc(F)c(Cl)c2)CC1 (configuration not stated),0.0,-4,-2,3,3,-0.3,-1.4,1.1,-0.5,1.2,·
CC1CCN(C(=O)Cc2nn(C)c(=O)c3ccccc23)CC1,1.1,-1,1,-5,2,-0.8,-1.6,0.9,-0.1,-0.2,0.4
COc1ccc(/C(C)=C2\SC(=S)N(CCC(=O)O)C2=O)cc1,-0.8,-6,-1,-14,-4,-2.3,-1.6,-2.9,0.2,-1.1,-0.1
COc1ccccc1C(=O)Nc1ccc(S(=O)(=O)N2CCC(C)CC2)cc1,0.0,-4,-4,-20,5,-3.0,-1.6,-4.0,-0.8,-0.8,-1.0
C[C@H]1C2CC(OC(=O)Nc3cccc(C(F)(F)F)c3)C(C2)[C@H]2CCCCN21 (some centres not stated),·,-3,-1,13,-4,-2.3,-0.6,-0.1,-1.2,-0.5,·
Cc1cc(C)n2nc(SCC(=O)N3CCC(C)CC3)nc2n1,3.3,2,4,6,2,0.3,-1.2,1.1,0.2,0.5,0.6
CCOC(=O)C(=CNc1ccc(NC2=NCC(C)S2)cc1)C(=O)OCC (configuration not stated),-8.8,0,12,-7,6,-2.0,-1.8,-3.8,1.0,-3.0,-2.5
COc1ccc(N(CC(=O)Nc2cccc(F)c2)S(=O)(=O)c2c(C)[nH]c(=O)[nH]c2=O)cc1,-0.2,-2,-2,2,-1,0.8,-0.5,-0.3,0.3,0.1,0.5
CCC(C)OC(=O)C[N+](C)(C)CCOC1CC2CCC1(C)C2(C)C (configuration not stated),2.5,-6,10,0,4,2.1,-0.6,-1.4,0.4,-1.2,·
Cc1cccc(C)c1N1CCN(S(=O)(=O)c2ccccc2)CC1,0.1,3,4,1,2,1.0,-0.8,0.1,0.2,1.0,1.8
COC(c1ccccc1)c1nnc(CCC(=O)N(C)Cc2cccc(-n3cccn3)c2)o1 (configuration not stated),4.0,5,2,1,-4,8.9,-1.1,1.3,0.6,1.5,1.4
Cc1ccc([N+](=O)[O-])c(C(=O)N/N=C/c2cccs2)c1,1.9,-1,-3,8,3,-1.9,-1.4,-0.9,-0.4,-0.1,3.2
CCCCn1c(=O)[nH]c(=O)c2c1nc(-c1cc(Br)ccc1OC)n2C,1.2,-1,24,2,15,-0.9,-1.0,0.2,-0.5,-0.1,0.2
CCN(CC)C(=O)c1ccc(Cn2cc([N+](=O)[O-])cn2)o1,-0.7,-4,8,11,-2,2.4,0.1,4.6,-0.1,0.8,-0.9
C=CCN1C(=O)[C@@H](CC(=O)N2CCN(C(=O)OCC)CC2)[C@]2(C(=O)OCC)CCCCC/C=C/12,·,0,0,4,7,-0.3,-1.0,0.1,0.1,1.0,·
COCc1ccc(CN2CCC(N3CCC(C(=O)N4CCCC4)CC3)CC2)o1,0.5,-1,-10,1,1,1.2,-0.8,0.0,-0.1,0.1,-0.1
CCOc1ccc(C(=O)C(C)=O)c(OCC)c1,3.0,-1,6,4,2,-0.8,-1.2,-2.3,0.0,-0.2,·
Fc1ccc(CNCc2cccc(Br)c2)cc1,1.9,-2,-6,4,-4,1.4,-1.4,-1.3,-0.7,0.1,0.4
Cc1ccc(N(C(=O)CNC(=O)c2ccco2)C(C(=O)NCC2CCCO2)c2ccccc2)cc1C (configuration not stated),0.2,-2,12,4,1,-2.5,-2.0,-4.0,0.1,-0.2,-1.7

# Quoted at random: three compounds from above
SMILES,FXN GAA850 act,SMARCA2 act,NPR2 activator,sPLA2-III inh,GC-A act,hgDAF12 agonist,ssDAF-12 act,hcDAF12 agonist,KLK7 zymogen act,DAX1 inh-1,DAX1 inh-2
CC1CCN(c2nc(-c3ccccc3)cc(C(F)(F)F)n2)CC1,-0.6,-1,-5,5,-3,4.4,-1.0,-0.8,-1.1,-0.4,1.3
CCOC(=O)c1ccc(N=C2NC(=O)CS2)cc1,2.6,4,11,-4,8,3.4,-1.0,-1.3,-0.9,-0.3,3.4
O=C(NC(=S)NCc1cccnc1)c1ccccc1,-0.1,1,-4,0,6,0.9,-1.4,-1.6,-0.3,-0.6,-1.5

# Hits appear at their usual frequency; about 6.7% have a hit in one of these screens.
